# Screening results deposited in PubChem BioAssay by The Scripps Research Institute Molecular Screening Center.
# TEAD-YAP block: TEAD-YAP interaction inhibition; inhibition, % at 9.12 µM; HEK-TIYL cells, TEAD-Gal4/YAP UAS-luciferase luminescence; 640,000 tested, 1.4% active; in the data active = inhibition above about 32%;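 also: 0% = median of test compound wells and 100% = reference inhibitor wells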
# MITF primary: inhibitors of human MITF | AlphaScreen MITF homodimerization, bead proximity signal | inhibition, % at 2.6 µM | 650,000 tested, 0.91% active | AID 1259374; in the data active = inhibition above about 50%;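 also: 0% = vehicle wells with protein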
# Target sequence (O75030 whole entry, looked up): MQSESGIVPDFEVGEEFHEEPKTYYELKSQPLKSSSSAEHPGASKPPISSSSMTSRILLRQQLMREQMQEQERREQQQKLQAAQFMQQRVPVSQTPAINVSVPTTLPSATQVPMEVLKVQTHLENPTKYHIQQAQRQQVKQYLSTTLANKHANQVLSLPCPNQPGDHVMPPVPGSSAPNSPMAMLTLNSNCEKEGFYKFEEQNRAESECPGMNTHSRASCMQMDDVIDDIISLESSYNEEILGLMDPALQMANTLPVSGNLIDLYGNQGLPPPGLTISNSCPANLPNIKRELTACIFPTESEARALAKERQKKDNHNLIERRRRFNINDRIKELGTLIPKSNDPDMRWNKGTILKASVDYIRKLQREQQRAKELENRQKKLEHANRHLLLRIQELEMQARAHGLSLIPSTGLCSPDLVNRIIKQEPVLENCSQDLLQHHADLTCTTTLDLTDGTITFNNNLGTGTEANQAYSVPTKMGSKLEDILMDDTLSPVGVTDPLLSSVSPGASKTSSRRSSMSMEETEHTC
# GPR151 ag: activates the human receptor GPR151 | AID 1508602 | PathHunter beta-arrestin GPR151 cells, luminescence | activation, % at 11.2 µM | 650,000 tested, 1% active | Q8TDV0; in the data active = activation above about 4.9%;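 also: 0% = median of compound wells and 100% = cells with positive control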
# Target sequence (Q8TDV0 whole entry, looked up): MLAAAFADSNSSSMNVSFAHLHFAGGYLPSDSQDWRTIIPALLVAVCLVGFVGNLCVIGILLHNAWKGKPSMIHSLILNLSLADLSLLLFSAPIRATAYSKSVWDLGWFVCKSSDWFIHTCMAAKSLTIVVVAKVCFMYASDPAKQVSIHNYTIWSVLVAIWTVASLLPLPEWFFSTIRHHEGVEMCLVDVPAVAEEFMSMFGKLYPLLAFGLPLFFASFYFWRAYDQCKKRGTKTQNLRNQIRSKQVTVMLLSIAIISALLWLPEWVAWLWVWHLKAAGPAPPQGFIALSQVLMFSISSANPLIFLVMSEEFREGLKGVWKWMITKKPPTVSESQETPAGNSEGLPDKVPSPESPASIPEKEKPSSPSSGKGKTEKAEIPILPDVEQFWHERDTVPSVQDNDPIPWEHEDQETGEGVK
# FBW7 act: human FBW7 E3 ligase activation, primary screen; AID 1259310; 650,000 tested, 0.13% active; Q969H0; normalized activity (activation), % at 26.1 µM; AlphaScreen FBW7–phospho-cyclin E peptide binding, activator screen; in the data active = normalized activity above about 1.9%;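 also: purified mutant Fbw7 with reduced substrate affinity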
# * marks the source's active call; other numbers are inactive results.
SMILES,TEAD-YAP block,MITF primary,GPR151 ag,FBW7 act
COc1cc(Cn2c(=O)c3c(N4CCN(C(C)=O)CC4)ccnc3n(C)c2=O)cc(OC)c1,10,10,-0.9,-0.3
O=C(Nc1ccccc1[N+](=O)[O-])c1ccc(Br)cc1,-35,23,-1.9,0.0
COc1ccc(CNC(=O)c2cc(Cl)ccc2Cl)cc1,-2,-4,1.4,-0.1
O=C(CSc1nnc(Nc2ccccc2)s1)N1CCOCC1,-9,4,-1.0,-0.2
COc1cc(OC)cc(-c2nnc(Sc3ccc(C=O)cc3[N+](=O)[O-])o2)c1,10,18,-0.1,0.8
CCOC(=O)CSc1nc(C2CC2)cc(-c2ccc(Cl)cc2)c1C#N,-15,6,0.8,-0.1
CCC(Sc1nncn2c1cc1sccc12)C(=O)N1CCOCC1 (stereo not given),4,9,0.0,0.2
Cn1c(SCC(=O)Nc2ccccc2O)nnc1-c1ccccc1,-16,3,-0.8,0.2
COc1ccc(C)cc1S(=O)(=O)N(C)CC(=O)Nc1ccc(F)cc1F,12,9,0.8,-0.2
O=C(O)c1ccc(-n2c(/C=C/c3cccc([N+](=O)[O-])c3)nc3ccccc3c2=O)cc1,7,16,2.4,-0.1
CCOC(=O)C1=C(C)Nc2nnnn2C1c1ccc(OCc2ccccc2)cc1 (stereo not given),-11,9,0.2,0.0
CCN1C(=O)C(C2SC(=S)N(CC)C2=O)SC1=S (stereo not given),-7,-10,-0.2,-0.3
COc1ccccc1OCC(=O)N1CC(c2nc3ccccc3[nH]2)C1,16,4,-1.9,-0.1
C[C@@H](O)[C@@H]1NC(=O)[C@@H]2C[C@H](NC(=O)c3ccccc3Cl)CN2C1=O,-4,3,0.3,0.0
CCOc1ccc(-c2cn(S(=O)(=O)c3ccc(F)cc3)nc2N)cc1,-3,-16,0.5,-0.1
Cc1cc(NC(=O)COc2ccc(Cl)cc2C)no1,-67,40,-0.6,0.0
O=C(Cc1ccc(F)cc1)Nc1ccc(Nc2cc(-n3cccn3)ncn2)cc1,5,14,0.8,0.0
N#Cc1c(-n2ncnc2-c2ccc(Cl)cc2)sc2c1CCCCC2,2,11,-0.3,0.4
CCOC(=O)N1CCC(n2c(SCC(=O)NCCCOC)nc3ccccc3c2=O)CC1,-2,9,-0.3,0.2
O=C(NCNC(=S)N1CCOCC1)c1ccccc1,0,7,1.0,0.0
OC(CN1C2=NCCN2c2ccccc21)c1ccc2c(c1)OCO2 (stereo not given),55*,0,0.2,-0.2
O=C1/C(=C/c2ccc(-c3ccc(Cl)c(Cl)c3)o2)Sc2ccccc21,5,-4,-1.2,0.0
O=C(Nc1c(F)cc(F)cc1Br)c1cc(S(=O)(=O)NC2CCCC2)ccc1F,1,-1,-0.8,0.0
COc1ccc(S(=O)(=O)NCC2CCCN(CCCC3CCCC3)C2)cc1 (stereo not given),4,-13,5.8*,0.1
COc1ccc(/C=C2\C(=O)NC(=O)N(c3ccccc3C)C2=O)cc1[N+](=O)[O-],-1,8,0.0,-0.5

# Whole records, quoted from the list:
# `N#Cc1c(-n2ncnc2-c2ccc(Cl)cc2)sc2c1CCCCC2` as listed: TEAD-YAP block = 2; MITF primary = 11; GPR151 ag = -0.3; FBW7 act = 0.4
# `COc1cc(OC)cc(-c2nnc(Sc3ccc(C=O)cc3[N+](=O)[O-])o2)c1` as listed: TEAD-YAP block = 10; MITF primary = 18; GPR151 ag = -0.1; FBW7 act = 0.8
# `CCOC(=O)CSc1nc(C2CC2)cc(-c2ccc(Cl)cc2)c1C#N` as listed: TEAD-YAP block = -15; MITF primary = 6; GPR151 ag = 0.8; FBW7 act = -0.1

# (listing goes on)
SMILES,TEAD-YAP block,MITF primary,GPR151 ag,FBW7 act
COc1ccc(CN2CCC(C(=O)N3CCN(c4ccccc4)CC3)CC2)cc1OC,0,35,0.2,-0.2
Nc1ccccc1NC(=O)c1cccnc1,5,5,0.5,0.2
O=C(Nc1cccnc1)C(=O)Nc1ccc2c(c1)OCCO2,59*,22,-6.1,0.0
Cc1cc(Br)ccc1NC(=O)C(=O)NCCCN1CCOCC1,2,4,2.3,-0.1
CCOC(=O)C(Cc1ccccc1)C(=O)NCc1ccc(Cl)cc1 (stereo not given),-1,-1,0.6,0.0
Cc1ccc2nc3sc(C(=O)Nc4cc(C)on4)c(N)c3cc2c1,-57,13,0.3,0.3
COc1ccccc1/C=C/C=C1\N=C(c2ccccc2Cl)OC1=O,0,7,1.1,0.0
CC1(C)OC(=O)C(Cc2ccccc2)(Cc2ccccc2)C(=O)O1,-2,19,0.4,0.9
Clc1cccc(Nc2ncnc3ccccc23)c1Cl,-28,-6,-0.8,-0.1
CC1C(=O)N2CCCc3cc(S(=O)(=O)Nc4ccccc4Cl)cc1c32 (stereo not given),-4,-2,0.0,-0.1
COc1cc(NC(=O)Cn2nc(-c3ccc(F)cc3)ccc2=O)cc(OC)c1OC,2,-12,1.3,-0.1
CCc1ccc(NC(=O)CN2C(=O)C(C)(C)Oc3ccc(C(=O)NC(C)(C)C)cc32)cc1,-2,16,0.4,0.9
O=C(CC1(O)C(=O)N(Cc2cccc3ccccc23)c2ccccc21)c1ccco1 (stereo not given),7,26,-1.2,0.1
O=C(Nc1ccc(Br)cc1)c1ccccc1,-61,-17,-1.0,0.0
Cc1ccc(-c2noc(=O)n2CC(=O)Nc2sc(C)c(C)c2C#N)cc1,-2,2,1.0,0.0
O=C(Nc1ccc(Cl)c(Cl)c1)c1cc(S(=O)(=O)N2CCN(c3ccccc3F)CC2)ccc1F,5,21,-0.6,-0.1
CCOC(=O)c1ccc(NC(=S)NCc2cnn(CC)c2)cc1,24,0,0.0,0.3
Cn1c(-c2ccc(Cl)cc2)n[nH]c1=S,-9,4,1.1,0.1
CCOC(=O)N1CCc2c(sc(NCc3ccc(OCC)cc3)c2C(=O)Nc2cc(Cl)ccc2OC)C1,-8,6,-0.2,0.3
COc1ccc(CCNC(=O)/C(=C/c2ccco2)NC(=O)c2ccc(C)c(C)c2)cc1,6,0,-0.6,0.4
CCc1nc(Cl)c(C#N)c2c1CCCC2,-2,9,0.3,0.0
CC1CCCCC1NC(=O)c1cc(Sc2ccc(Cl)cc2)nc2ccccc12 (stereo not given),-1,-28,0.1,-0.3
COCCn1c(=O)n(CC(=O)NC2CCCC2)c2cccnc21,-16,7,1.4,0.4
CC1=C(C(=O)OCC2CCCO2)C(c2ccsc2)C2=C(CCCC2=O)N1 (stereo not given),-1,-5,-0.5,0.0
Cc1ccc(/C=C/C(=O)N2CCCCC2C)cc1 (stereo not given),-64,10,-0.9,0.3
# Continuation.
SMILES,TEAD-YAP block,MITF primary,GPR151 ag,FBW7 act
Nc1cc(N)nc(SCCOc2ccccc2F)n1,-29,6,3.4,0.0
CC1CN(c2ccc(Cl)cc2[N+](=O)[O-])CCN1S(C)(=O)=O (stereo not given),3,1,0.2,-0.2
O=C(OC1CCCCC1)c1cc(-c2ccc(Cl)cc2)nc2ccccc12,2,1,-0.5,0.2
Cc1ccc(S(=O)(=O)NC2CCCC2)cc1C(N)=O,1,5,-1.2,-0.1
CC(=O)c1ccc(NC(=O)Cc2ccc(-c3ccccc3)cc2)cc1,6,4,-2.0,0.2
CCOc1ccc(CCNC(=O)c2cc3c(s2)CSC3)cc1OCC,4,-8,-2.1,0.0
CCCCOP(=O)(OCCCC)C(Nc1ccc(C(=O)O)cc1)c1ccccc1O (stereo not given),0,-1,3.0,-0.1
CS(=O)(=O)CCC(C(=O)N1CCCCC1)N1C(=O)c2cc(Cl)c(Cl)cc2C1=O (stereo not given),-1,-9,0.4,0.1
Cc1noc(C)c1S(=O)(=O)N1CCCC(C(=O)NCc2ccc(F)cc2)C1 (stereo not given),-11,1,1.1,-0.2
C=CCN1C(=O)CSC1=Nc1ccc(NC(C)=O)cc1,-2,6,0.1,-0.1
Cc1oc(-c2cccs2)nc1CN1CCC(CO)(CCOc2ccccc2)CC1,-1,12,-0.1,0.0
O=C(O)C1CCC1C(=O)N1CCC2(CC1)OCc1cc(-c3ccco3)ccc1O2 (stereo not given),-12,-14,0.8,0.3
CC1CCN(c2nc3c(c(=O)[nH]2)CCN(Cc2ccc4nccnc4c2)C3)CC1,-6,-1,0.6,0.1
CCOC(=O)c1sc2nc(SCC(=O)Nc3ccc(OCC)cc3)n(Cc3ccccc3)c(=O)c2c1C,4,-3,0.3,0.1
COc1cccc(OCCCOc2ccc(/C=C3/C(=N)N4C(c5ccccc5)=CSC4=NC3=O)cc2)c1,-5,6,-0.1,0.1
CCc1ccc(NC(=S)NNC(C)(C)C)cc1,-45,-9,0.0,-0.1
O=C(COC(=O)c1cc(=O)c2ccccc2o1)Nc1nc2ccccc2s1,-3,6,0.2,-0.1
O=C(CSc1nnc(NC(=O)C2CC2)s1)NCCc1ccccc1,-3,-9,1.2,0.1
CCOc1ccc(-c2n[nH]c(C)c2-c2ccccc2)c(O)c1,2,-1,1.1,-0.3
CCC(C)(C)C1CCC(NC(=O)C(=O)Nc2ccc(OC)cc2)CC1 (stereo not given),12,19,0.2,0.3
Cc1cc(CNC2CCN(c3ccc(C(=O)NCCN4CCOCC4)cc3)CC2)nn1C,1,10,-0.1,0.2
CC1CCCN(C(=O)c2cn(C)c(=O)c3c2c2ccccc2n3C)C1 (stereo not given),2,-6,1.2,-0.1
COc1cccc(C(=O)Nc2ccc3oc(-c4ccc(Cl)cc4Cl)nc3c2)c1,-2,-9,0.8,-0.2
NC(=O)c1ccc(Nc2nccc(-c3cccc(Nc4ccccc4)c3)n2)cc1,46*,5,-1.6,0.7
CSc1ccccc1NC(=O)c1noc(C(C)C)c1[N+](=O)[O-],4,8,0.2,0.0
# Remaining list, next part:
SMILES,TEAD-YAP block,MITF primary,GPR151 ag,FBW7 act
CCN1CCN(c2ncnc3c2cnn3-c2ccc(OC)cc2)CC1,-62,4,0.2,-0.1
O=C(O)CSCC(=O)c1ccc(NS(=O)(=O)c2ccccc2)cc1,-9,-7,0.0,0.0
CN(C)C(CNC(=O)c1n[nH]c(=O)c2ccccc12)c1ccccc1 (stereo not given),0,-1,0.9,0.0
CCc1nnc(N/N=C/c2ccccc2Cl)n1N,-7,-8,0.0,-1.7
O=C(Nc1ccc2oc(-c3ccc(F)cc3Cl)nc2c1)c1cc(Cl)ccc1Cl,-4,0,1.3,-0.2
CCOc1ccc(-n2c(CNC(=O)c3ccccc3F)nnc2SCC(=O)N2N=C(c3cccs3)CC2c2ccc(F)cc2)cc1 (stereo not given),2,4,0.8,0.0
O=C(Nc1cccc2ccccc12)c1ccc(NC(=O)c2cc(I)ccc2Cl)cc1,8,5,-0.6,0.1
Cc1ccc(SCC(=O)Nc2ccc(Oc3ccc4c(c3)C(=O)N(c3ccc(C)cc3)C4=O)cc2)cc1,-7,-3,0.7,-0.1
CCOc1ccc(NC(=O)C2CCN(C(=O)c3cc(OC)c(OC)c(OC)c3)CC2)cc1,6,6,1.6,0.1
CCNNC(=O)C(O)(c1ccc(F)cc1)c1ccc(F)cc1,-9,-10,0.6,0.2
CNC(=S)N1CCCC(c2nc3ccc(C)cc3[nH]2)C1 (stereo not given),11,5,-0.8,0.2
Cc1ccc(-c2nc3ccccc3s2)cc1NC(=O)c1ccccc1Cl,3,1,0.3,-0.1
O=C(NCc1ccccc1)c1ccc2nc(-c3ccccc3)sc2c1,-25,-4,-0.4,0.0
NC(=O)c1cc(Cl)nc2ccccc12,-7,10,-0.1,0.1
COc1cccc(-n2cc(C(=O)NCc3ccccc3OC)c3ccccc3c2=O)c1,2,11,0.2,0.1
CCOC(=O)/C(C#N)=N\Nc1cc(Cl)c(OC)cc1OC,5,17,0.0,1.0
CCn1c(SCc2ccccc2)nnc1C1CCCN(C(=O)N2CCCCC2)C1 (stereo not given),-8,8,-0.4,0.7
COc1cccc(C(=O)N2CCN(c3cc(Oc4ccc(C)cc4)nc(C)n3)CC2)c1,14,3,-1.0,0.0
CC1(C)CC(=O)c2cc3c(N)c(C(=O)NC4CCCCC4)sc3nc2C1,-2,22,-0.2,2.4*
Cc1ccc2c(c1)c(=O)c1ccccc1n2CCCC(=O)Nc1cc(-c2ccc(Cl)cc2)nn1C,6,1,-1.2,0.5
O=C(O)c1cc([N+](=O)[O-])c(N2CCCC2)c([N+](=O)[O-])c1,-1,9,-1.1,0.9
CCOC(=O)C1CCN(C(=O)CN(c2cccc(Cl)c2Cl)S(C)(=O)=O)CC1,-6,1,1.4,-0.1
CCOc1cccc(C(=O)Nc2nnc(-c3ccc4c(c3)OCO4)s2)c1,4,1,-1.1,-0.1
Cc1cc(-c2nnc(CCC(=O)N(C)Cc3cccc4ccccc34)o2)no1,-8,13,-0.1,-0.1
CN(CC(O)COc1ccc(F)cc1)C1CCCCC1 (stereo not given),3,9,2.5,-0.1

# A second format for part of the listing above:
# Every second line gives: TEAD-YAP block, MITF primary, GPR151 ag, FBW7 act
CN(C)C(CNC(=O)c1n[nH]c(=O)c2ccccc12)c1ccccc1 (stereo not given)
    0, -1, 0.9, 0.0
CCc1nnc(N/N=C/c2ccccc2Cl)n1N
    -7, -8, 0.0, -1.7
O=C(Nc1ccc2oc(-c3ccc(F)cc3Cl)nc2c1)c1cc(Cl)ccc1Cl
    -4, 0, 1.3, -0.2

# An excerpt from above, showing only FBW7 act:
smiles,FBW7 act
Cc1ccc(-c2nc3ccccc3s2)cc1NC(=O)c1ccccc1Cl,-0.1
CCc1nnc(N/N=C/c2ccccc2Cl)n1N,-1.7
